Bioassay records from PubChem BioAssay.
SV40 large T antigen: SV40 large T antigen inhibitors, biochemical (AID 1903) | SV40 large T antigen ATPase/helicase inhibition assay; higher % means a stronger effect | inhibition, % at 20 µM, or IC50 in µM where a hit was titrated | 310,000 compounds, 0.39% hits; in the data active means a potency from the dose series; inconclusive means inhibition mostly from about 32% at the one dose, without a potency; inactive means the rest, 99 in 100 with inhibition below about 32%; further: strong numbers were not always called active
LYP inhibition: inhibitors of LYP phosphatase, biochemical, fluorescence intensity, uHTS (AID 1779); 290,000 compounds, 0.054% hits; inhibition, % at 11.5 µM, or IC50 in µM where a hit was titrated; recombinant LYP phosphatase, fluorescence intensity; higher % means a stronger effect; in the data active means inhibition above about 50%;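 further: plate controls were vehicle with enzyme for no effect and no enzyme for full effect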
Siah-1 displacement: blockers of Siah-1 interaction with plectin peptide – biochemical, fluorescence polarization, rhodamine-plectin, uHTS, primary screen (AID 1817); 290,000 compounds, 0.02% hits; one-dose displacement, % at 20 µM; IC50 in µM for titrated hits; Siah-1 / rhodamine-plectin peptide fluorescence polarization; higher % means a stronger effect;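 active means displacement of at least 50% at 20 µM, with a fluorescence ratio check between 0.3 and a set limit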;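 further: plate controls were Siah plus tracer with DMSO for no effect and tracer alone without Siah for full effect; strong numbers were not always called active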
Dengue-2 NS5 capping: flavivirus cap methylation enzyme inhibition – biochemical, confirmation dose response, primary screen (AID 588689); Dengue-2 NS5 methyltransferase capping enzyme assay, biochemical; higher % means a stronger effect; inhibition, % at 25 µM; hits with a dose series show IC50 in µM; 340,000 compounds, 0.3% hits; in the data active means a potency from the dose series; inconclusive means inhibition above about 29% without an active follow-up result
RSV CPE inhibition: RSV antiviral activity via CPE protection, HEp-2 cells, primary 10 µM value included (AID 2391). HEp-2 cells, RSV-induced CPE inhibition; higher % means a stronger effect. one-dose CPE inhibition, % at 10 µM; IC50 in µM for titrated hits. 310,000 compounds, 0.13% hits; in the data active means a potency from the dose series; inconclusive means CPE inhibition mostly from about 23% at the one dose, without a potency; inactive means the rest, 99 in 100 with CPE inhibition below about 21%; further: strong numbers were not always called active
HIV peptide binding: cell-free HIV fusion peptide-binding blockers – biochemical, uHTS, fluorescence dequenching, primary screen (AID 1986). cell-free peptide binding, fluorescence dequenching, 30 min; higher % means a stronger effect. one-dose inhibition, % at 20 µM; IC50 in µM for titrated hits. 290,000 compounds, 0.3% hits; in the data active means inhibition mostly above about 52%, no sharp cut-off; inactive means mostly below about 76%; further: some results filed as inactive read as strong as hits
XIAP antagonists: small molecules displacing peptide from XIAP – biochemical, IAP family, fluorescence polarization (AID 1018); XIAP BIR domain, fluorescence polarization peptide displacement; higher % means a stronger effect; displacement, % at 20 µM; hits with a dose series show IC50 in µM; 200,000 compounds, 0.007% hits; in the data active means displacement above about 50%; further: a part of the inactive calls stands beside numbers as strong as those of hits
AID2073: disruptors of CaV2.2 binding to Mint1 – biochemical, HTRF (AID 2073); 290,000 compounds, 0.19% hits; inhibition, % at 20 µM; hits with a dose series show IC50 in µM; HTRF protein-protein interaction, Mint1-CaV2.2; higher % means a stronger effect; in the data active means inhibition mostly above about 51%, no sharp cut-off; inconclusive means no clear call, values can overlap the other calls; inactive means mostly below about 53%; further: some results filed as inactive read as strong as hits
MgcRacGAP inhibition: MgcRacGAP GTPase-activating activity inhibitors, confirmation, biochemical, ADP Hunter fluorescence; MgcRacGAP-stimulated Rac1 GTP hydrolysis, ADP Hunter fluorescence; higher % means a stronger effect; GST-tagged Rac1 F28L mutant substrate; 340,000 compounds, 0.6% hits; inhibition, % at 30 µM; hits with a dose series show IC50 in µM;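 active means first-screen hits whose inhibition reached a set limit at any dose in the follow-up dose series; inconclusive means inhibition above the set first-screen limit but never retested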;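 further: fluorescence reports GDP produced by GAP-driven GTP hydrolysis; strong numbers were not always called active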
* = called active by the depositor; ? = inconclusive; / = not tested or not shown.

SV40 large T antigen | LYP inhibition | Siah-1 displacement | Dengue-2 NS5 capping | RSV CPE inhibition | HIV peptide binding | XIAP antagonists | AID2073 | MgcRacGAP inhibition | structure
4% | -5% | 13% | 2% | -0.1% | 0.9% | -2.3% | 9% | 8% | O=C1N(C2CCCC2)C[C@@H]2C[C@@H](c3cccn3-c3ccccn3)N3CCC[C@@]123
-1% | -3% | -3% | -1% | 0.3% | -0.8% | 2.5% | 6% | 6% | O=C(N/N=C/c1cccs1)C1CC(=O)N(c2ccccc2)C1 (stereo not drawn)
10% | -6% | 2% | 5% | -1.3% | 1.9% | / | -3% | 7% | COc1ccc(C(=O)NCCc2c[nH]c3ccccc23)cc1OC
11% | -6% | 3% | -2% | 1.1% | -2.2% | / | -3% | 8% | CC1Cc2ccccc2N1Cc1ccc([N+](=O)[O-])cc1 (stereo not drawn)
19% | 0% | -1% | 3% | 1.8% | 1.6% | -1.7% | 7% | 7% | CCOC(=O)c1ccccc1NC(=O)/C=C/c1cc(OC)c(OC)c(OC)c1
3% | 0% | 5% | -1% | 0.7% | -1.4% | -4.9% | 1% | 8% | S=C(NCc1ccccc1)NCc1ccc(CNC(=S)NCc2ccccc2)cc1
-1% | -9% | -2% | -2% | -1.1% | 1.6% | 1.4% | 18% | 1% | CC(C)(C)NC(=O)C1CCCN(S(=O)(=O)c2cccc3cccnc23)C1 (stereo not drawn)
5% | -3% | -7% | -3% | 4.3% | 1.0% | / | 5% | 4% | O=C(CNC(=O)c1cccc(OC(F)F)c1)Nc1ccc(Cl)cc1
9% | 6% | 2% | -1% | 1.5% | 2.8% | / | 4% | 0% | Cc1cc(NC(=O)C(C)SCC(=O)OCC(=O)N(Cc2ccccc2)C(C)(C)C)no1 (stereo not drawn)
7% | 0% | 6% | -5% | -1.6% | -2.7% | -1.1% | 32% | 7% | O=C(CSc1ccc(-c2ccco2)nn1)N1CCCCCC1
22% | -3% | 1% | / | 1.2% | 14% | -5.0% | 8% | 16% | O=C(NCc1ccco1)[C@@H]1CSC2c3ccccc3C(=O)N21 (stereo partly drawn)
15% | -1% | 13% | 1% | 4.6% | 0.6% | -4.7% | 25% | 5% | CCC(CC)NC(=O)COc1ccc(OC)cc1C=O
14% | 0% | 19% | 6% | 4.0% | 9.7% | -5.1% | -5% | 2% | N#Cc1c(NC(=O)C2CC=CCC2C(=O)O)sc2c1CCCCCC2 (stereo not drawn)
4% | -4% | 2% | -6% | 0.7% | 0.8% | -3.0% | -5% | 0% | Cc1ccc(C(=O)N(Cc2nc(-c3ccc(C)cc3)no2)C(C)C)cc1
8% | -9% | 6% | 1% | 3.9% | 5.4% | / | 17% | 6% | CCCC(NC(=O)C(C)NC(=O)CO/N=C1\C=C2CCC3C4CCC(C(C)=O)[C@@]4(C)CCC3[C@@]2(C)CC1)C(=O)O (stereo partly drawn)

SV40 large T antigen | LYP inhibition | Siah-1 displacement | Dengue-2 NS5 capping | RSV CPE inhibition | HIV peptide binding | XIAP antagonists | AID2073 | MgcRacGAP inhibition | structure
18% | 4% | 3% | -6% | 1.2% | 0.9% | -3.2% | 0% | 8% | O=c1c2ccccc2nnn1CSc1ccccc1F
1% | -3% | -4% | -1% | 2.7% | -0.3% | -4.3% | -4% | 5% | CCNS(=O)(=O)c1ccc(NC(=O)c2ccc(Cn3cc([N+](=O)[O-])cn3)o2)cc1
20% | -8% | -3% | -1% | 1.8% | 0.2% | -5.4% | 5% | 2% | CSC1=N/C(=C\c2cccc(F)c2)C(=O)S1
37% | -13% | -7% | 1% | 3.7% | 7.6% | / | 10% | 5% | CCc1cc(=O)oc2cc(C)cc(OC(C)C(=O)NC(Cc3c[nH]c4ccc(O)cc34)C(=O)O)c12 (stereo not drawn)
-3% | -9% | -3% | 0% | 0.3% | 2.2% | / | ? | 3% | O=C(COc1ccccc1F)Nc1ccc(S(=O)(=O)Nc2nccs2)cc1
13% | -1% | 3% | 1% | -0.3% | 0.5% | -3.1% | 46% | 5% | O=C1c2cccc3cccc(c23)C(=O)N1CCCc1n[nH]c(=S)n1-c1ccccc1
14% | -8% | -1% | -11% | 2.5% | -1.8% | -11% | -8% | 3% | Cc1noc(C)c1COc1ccc(C(=O)OCC(=O)OC(C)(C)C)cc1
11% | / | / | -10% | -1.5% | / | / | / | 4% | CCCCCCCCCC(=O)N[C@H](CN1CCOCC1)[C@H](O)c1ccccc1
1% | -2% | 3% | -4% | 3.1% | 1.3% | -7.1% | 6% | 13% | Cc1ccccc1NC(=O)C(Cl)=C(Cl)Cl
24% | -1% | 9% | -7% | 0.6% | -1.1% | 1.6% | 8% | 5% | CCOC(=O)c1c(-c2ccccc2)csc1NC(=O)COc1ccc2c(C)cc(=O)oc2c1
-9% | -4% | 7% | -6% | 3.8% | 0.4% | -2.8% | 1% | 7% | COc1ccc(C(c2nnnn2CC2CCCO2)N2CCN(c3cccc(C)c3C)CC2)cc1 (stereo not drawn)
1% | -6% | -3% | -3% | -0.9% | -0.1% | / | 7% | 7% | CCc1ccccc1NC(=O)NCCN1CCCCC1
3% | -10% | -2% | -6% | 0.8% | -1.9% | -5.0% | -2% | -1% | COc1cccc(NS(=O)(=O)c2ccc(S(=O)(=O)N3CCOCC3)cc2)c1
9% | -5% | -2% | 1% | 2.8% | -0.9% | -7.1% | -4% | 7% | COc1ccc(-c2nn(CCC#N)cc2/C=N/O)cc1OC
8% | -7% | -3% | 2% | 0.4% | -2.3% | -17% | 21% | 5% | OCCN1CCN(CC(O)COc2ccc3c(c2)OCO3)CC1 (stereo not drawn)

Laid out differently: results already given.
Cc1ccccc1NC(=O)C(Cl)=C(Cl)Cl
  SV40 large T antigen: 1% | LYP inhibition: -2% | Siah-1 displacement: 3% | Dengue-2 NS5 capping: -4% | RSV CPE inhibition: 3.1% | HIV peptide binding: 1.3% | XIAP antagonists: -7.1% | AID2073: 6% | MgcRacGAP inhibition: 13%
CCOC(=O)c1c(-c2ccccc2)csc1NC(=O)COc1ccc2c(C)cc(=O)oc2c1
  SV40 large T antigen: 24% | LYP inhibition: -1% | Siah-1 displacement: 9% | Dengue-2 NS5 capping: -7% | RSV CPE inhibition: 0.6% | HIV peptide binding: -1.1% | XIAP antagonists: 1.6% | AID2073: 8% | MgcRacGAP inhibition: 5%
COc1ccc(C(c2nnnn2CC2CCCO2)N2CCN(c3cccc(C)c3C)CC2)cc1 (stereo not drawn)
  SV40 large T antigen: -9% | LYP inhibition: -4% | Siah-1 displacement: 7% | Dengue-2 NS5 capping: -6% | RSV CPE inhibition: 3.8% | HIV peptide binding: 0.4% | XIAP antagonists: -2.8% | AID2073: 1% | MgcRacGAP inhibition: 7%
CCc1ccccc1NC(=O)NCCN1CCCCC1
  SV40 large T antigen: 1% | LYP inhibition: -6% | Siah-1 displacement: -3% | Dengue-2 NS5 capping: -3% | RSV CPE inhibition: -0.9% | HIV peptide binding: -0.1% | XIAP antagonists: / | AID2073: 7% | MgcRacGAP inhibition: 7%

Next results
SV40 large T antigen | LYP inhibition | Siah-1 displacement | Dengue-2 NS5 capping | RSV CPE inhibition | HIV peptide binding | XIAP antagonists | AID2073 | MgcRacGAP inhibition | structure
12% | -4% | 6% | -9% | -0.7% | -1.6% | / | 8% | 9% | COC(=O)C1=C(N)Oc2cc(C)[nH]c(=O)c2C1c1ccccc1OC (stereo not drawn)
1% | -10% | 2% | -8% | 2.9% | -1.4% | -12% | -17% | 4% | O=C1/C(=C/Nc2ccc3c(c2)OCO3)CCc2ccccc21
-7% | -7% | 6% | -11% | 0.7% | 0.8% | -3.1% | -6% | 12% | CO/N=C(\N)c1ccc([N+](=O)[O-])cc1
1% | -7% | 5% | -6% | 0.6% | -0.5% | -3.6% | 5% | 9% | CCC(NS(=O)(=O)c1ccc(C)cc1)C(=O)N1CCC2(O)CCCCC2C1 (stereo not drawn)
4% | -2% | 6% | -6% | 9.9% | -0.1% | -5.2% | -18% | 28% | COc1cc(CN2CCN(Cc3ccc([N+](=O)[O-])cc3)CC2)c([N+](=O)[O-])cc1OC
3% | -1% | 2% | -2% | 9.6% | -1.2% | / | 15% | 5% | Cc1c(C(=O)N2CCN(c3ccc(F)cc3)CC2)sc2ncnc(N3CCN(c4ccccn4)CC3)c12
-37% | 2% | -6% | 12% | 7.6% | 13% | -4.9% | -6% | 8% | N#Cc1c(N2C(=O)Nc3ccccc3N2O)sc2c1CCCCCC2
8% | -10% | -2% | -7% | / | 2.7% | / | 9% | 9% | Cc1nn(CC(=O)Nc2cccc(C(F)(F)F)c2)c(=O)c2cccn12
5% | -5% | 13% | -7% | 0.0% | -2.3% | / | 6% | / | Cc1cc(C)c(S(=O)(=O)c2cccc(Cl)c2)c(=O)[nH]1
10% | -8% | 2% | 1% | 2.4% | 0.6% | -0.2% | 13% | 10% | COc1ccc(NC(=O)CSc2nnc3ccc(-c4ccncc4)nn23)cc1OC
-3% | 4% | 3% | -1% | 1.1% | 4.1% | -4.4% | 17% | 8% | COc1ccc2cc(C)c(SCC(=O)Nc3cc(C)on3)nc2c1
17% | -8% | -5% | 7% | 3.1% | -2.5% | -12% | 26% | 13% | CCc1ccc(NC(=O)Cn2nnc(C(=O)NCc3cccs3)c2N)cc1
13% | / | / | -3% | -0.8% | / | / | / | 5% | Cc1cc(C)cc(N(CCC#N)C(=O)COC(=O)CN2C(=O)NC(C)(C)C2=O)c1
9% | -2% | 12% | / | 17% | -2.3% | / | 0% | 15% | Cc1ccc(N=Nc2ccc(O)cc2)c(Br)c1
/ | -6% | 4% | 2% | -1.7% | -0.1% | -9.2% | -13% | -1% | COc1ccc(C(=O)C2CCCN(Cc3cccn3-c3ccccn3)C2)cc1F (stereo not drawn)

SV40 large T antigen | LYP inhibition | Siah-1 displacement | Dengue-2 NS5 capping | RSV CPE inhibition | HIV peptide binding | XIAP antagonists | AID2073 | MgcRacGAP inhibition | structure
6% | 1% | -5% | -7% | 0.5% | -0.1% | -1.1% | 44% | 3% | Cc1nn(C)cc1CN(C)C(=O)c1cc(-c2ccccc2)nc2ccc(Br)cc12
7% | 0% | 3% | 0% | 2.2% | -2.0% | / | 2% | 3% | O=C(c1cccc(F)c1)N1CCN(C(=O)C(c2ccccc2)c2ccccc2)CC1
9% | / | / | -9% | -0.1% | / | / | / | 5% | CC1(c2ccccc2)NC(=O)N(CC(=O)Nc2ccccc2N2CCCCC2)C1=O (stereo not drawn)
18% | -13% | -3% | 17% | 4.8% | 3.3% | 0.0% | 34% | 9% | COc1ccc(N=Cc2c(O)n(-c3ccc(OC)cc3)c(=O)c3ccccc23)cc1
7% | -7% | -14% | 1% | 1.6% | -1.0% | -1.5% | 4% | 4% | CSCCC(NS(=O)(=O)c1ccc(Cl)cc1)C(=O)OCC(=O)c1ccc(F)cc1 (stereo not drawn)
21% | -10% | 2% | -1% | / | 1.2% | -3.6% | 10% | 11% | CSCCC(=O)Nc1nc(-c2ccccn2)cs1
8% | -8% | 1% | -5% | 11% | -0.2% | / | 13% | 7% | COc1ccc(CCC(C)NC(=O)Cc2ccc(OC)c(OC)c2)c(OC)c1 (stereo not drawn)
2% | 4% | 3% | -9% | ? | 1.4% | -1.7% | 20% | 3% | COc1cccc(-c2cc(C(F)(F)F)nc(NCc3ccco3)n2)c1
